mIDH1 inhibitor: qHTS for Inhibitors of mutant isocitrate dehydrogenase 1 (IDH1): qHTS; 390,000 tested, 0.093% active; IDH1-R132H enzyme, NADPH consumption, diaphorase/resazurin fluorescence; AID 602179, 2012; Potency, µM (highest dose often 76.6 µM), without a hit: at the highest dose activity change, negative = inhibition, actives largely listed as inhibitors; Isocitrate dehydrogenase [NADP] cytoplasmic (Homo sapiens), O75874; further: potency means the concentration at half of the fitted maximal effect; on the % scale 0 is the no-effect control and ±100 the full control effect; nearly all actives have a fitted effect of over 65% in size
Target sequence (O75874 whole entry R132H, stated change not applied): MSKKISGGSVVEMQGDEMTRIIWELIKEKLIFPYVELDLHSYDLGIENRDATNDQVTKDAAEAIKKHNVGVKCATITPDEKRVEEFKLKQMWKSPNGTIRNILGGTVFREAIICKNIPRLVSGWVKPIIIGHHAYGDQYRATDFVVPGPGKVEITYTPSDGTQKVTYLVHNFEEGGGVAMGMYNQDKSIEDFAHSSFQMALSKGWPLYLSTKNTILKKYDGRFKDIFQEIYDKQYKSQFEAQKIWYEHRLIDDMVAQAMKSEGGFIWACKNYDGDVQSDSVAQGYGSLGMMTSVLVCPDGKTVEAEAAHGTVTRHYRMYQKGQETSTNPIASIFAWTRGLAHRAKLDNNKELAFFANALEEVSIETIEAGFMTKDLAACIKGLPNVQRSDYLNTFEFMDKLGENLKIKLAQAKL
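IDH1-R132H (0.5 ug/mL) preincubated 30 min with compound, then NADPH (0.016 mM) and alpha-KG (2 mM) added; 80 min at RT, pH 7.5. Remaining NADPH coupled via diaphorase/resazurin to fluorescence (540/590 nm); concentration-response curves normalized to no-enzyme control.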
rTrxR1 inhibitor: qHTS Assay for Inhibitors of Mammalian Selenoprotein Thioredoxin Reductase 1 (TrxR1): qHTS; recombinant rTrxR1, NADPH fluorescence consumption, selenite substrate; Potency, µM (top dose mostly 114 µM), for the others: top-dose activity change, negative = inhibition, most hits filed as inhibitors; 390,000 tested, 1% active; AID 588453, 2011; further: potency means the concentration at half of the fitted maximal effect; on the % scale 0 is the no-effect control and ±100 the full control effect; nearly all actives have a fitted effect of over 65% in size
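Rat TrxR1 (90 nM in the dispensed reagent) was pre-reduced with 400 uM NADPH for 5 min at room temperature, then incubated with compound for 15 min. After 400 uM selenite was added, NADPH fluorescence (Ex 340/Em 450 nm) was followed for 8 min.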
TrxR1 substrate: qHTS Assay for Substrates of Mammalian Selenoprotein Thioredoxin Reductase 1 (TrxR1): qHTS; Thioredoxin reductase 1, cytoplasmic (Rattus norvegicus), O89049; purified TrxR1 substrate turnover, NADPH consumption readout; Potency, µM (top dose mostly 114 µM), for inactives: top-dose activity change, negative = substrate turnover; 390,000 tested, 0.01% active; AID 588456, 2011; further: potency means the concentration at half of the fitted maximal effect; on the % scale 0 is the no-effect control and ±100 the full control effect; nearly all actives have a fitted effect of over 50% in size
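Rat TrxR1, dispensed at 90 nM, was prereduced with 400 uM NADPH (final) for 5 min at ~22 deg C, then incubated with compound 15 min before 400 uM selenite. A first-read NADPH fluorescence drop versus no-compound background flagged substrates.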
Pin1 inhibitor: qHTS Assay to Find Inhibitors of Pin1; Peptidyl-prolyl cis-trans isomerase NIMA-interacting 1 (Homo sapiens), Q13526; Pin1 FP peptide displacement, HiFluor488, 10 min; Potency, µM (top dose mostly 115 µM), for inactives: at the highest dose activity, negative = inhibition, hits mostly inhibitors; 390,000 tested, 0.009% active; active means well fitted inhibition curve with a large enough effect in the polarisation, with a control signal flat, not every such curve was filed as active; inconclusive means small, poorly fitted or top-dose-only effect, or effect the other way, or a change in a side signal; inactive means no such curve, though single readings can be large or run the other way; the % refers to the polarisation; further: potency means the concentration at half of the fitted maximal effect; on the % scale 0 is the no-effect control and ±100 the full control effect
Target sequence (Q13526 whole entry, looked up): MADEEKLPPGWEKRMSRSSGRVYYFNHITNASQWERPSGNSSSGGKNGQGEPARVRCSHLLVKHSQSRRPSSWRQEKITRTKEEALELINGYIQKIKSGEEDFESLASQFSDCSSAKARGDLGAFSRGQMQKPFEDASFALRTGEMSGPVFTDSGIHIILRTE
D2 ag: HTS Assay for Allosteric Agonists of the Human D2 Dopamine Receptor: Primary Screen for Agonists; D(2) dopamine receptor (Homo sapiens), P14416; HEK293 T-REx D2 cells, calcium flux agonist mode; activation, % at 2 µM; 340,000 tested, 0.53% active; AID 485358, 2010;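 active means activation over 3 SD above normal in the single-dose calcium agonist read, cut at about 30% in these data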; further: 0% is about no effect
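Tetracycline-induced HEK293 T-REx cells with force-coupled D2 receptor, plated overnight at 30 C, loaded with no-wash calcium dye. After a 10 s baseline, compound was pin-added and calcium flux read kinetically for 180 s; calcium rises flagged agonists.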
TRHR agonist: qHTS for Small Molecule Agonists and Allosteric Enhancers of Human TRH Receptor: Primary Screen for Agonists. activation, % at 2 µM. Thyrotropin-releasing hormone receptor (Homo sapiens), P34981. AID 493084, 2011. 360,000 tested, 0.18% active. TRHR cells, calcium flux fluo-8, FDSS agonist mode; in the data active means activation above about 30%; further: 0% is about no effect
Target sequence (P34981 whole entry, looked up): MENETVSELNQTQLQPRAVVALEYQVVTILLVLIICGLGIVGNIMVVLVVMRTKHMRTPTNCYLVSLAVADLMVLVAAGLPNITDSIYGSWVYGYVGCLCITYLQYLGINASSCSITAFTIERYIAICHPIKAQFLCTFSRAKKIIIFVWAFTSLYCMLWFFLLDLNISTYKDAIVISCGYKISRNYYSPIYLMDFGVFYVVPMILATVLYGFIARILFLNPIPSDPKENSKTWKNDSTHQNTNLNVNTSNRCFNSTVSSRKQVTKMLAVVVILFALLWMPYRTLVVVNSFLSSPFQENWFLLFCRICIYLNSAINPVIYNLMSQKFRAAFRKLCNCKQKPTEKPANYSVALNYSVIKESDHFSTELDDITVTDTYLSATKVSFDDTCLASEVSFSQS
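Fluo-8-loaded TRHR cells; 10 s baseline, compound added, kinetic Ca2+ fluorescence read 1/s, agonist mode.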
USP1-UAF1 inh: Inhibitors of USP1/UAF1: Primary Screen; Ubiquitin carboxyl-terminal hydrolase 1 (Homo sapiens), O94782; recombinant USP1/UAF1, Ub-Rhodamine cleavage fluorescence; Potency, µM (series often up to 57.1 µM), for the others: at the top dose activity change, negative = inhibition, actives largely listed as inhibitors; 390,000 tested, 0.23% active; further: potency means the concentration at half of the fitted maximal effect; on the % scale 0 is the no-effect control and ±100 the full control effect; nearly all actives have a fitted effect of over 60% in size; inactives centre near -12
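High-throughput fluorogenic screen: 1nM USP1/UAF1 complex, Ub-Rho substrate 150nM final, 50mM HEPES pH 7.8 with 0.5mM EDTA, 0.1 mg/ml BSA, 1mM TCEP and 0.01% Tween-20.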
TRHR PAM: qHTS for Small Molecule Agonists and Allosteric Enhancers of Human TRH Receptor: Primary Screen for Enhancers; Thyrotropin-releasing hormone receptor (Homo sapiens), P34981; TRHR cells, fluo-8 calcium fluorescence, EC20 TRH enhancement; enhancement, % at 2 µM; 360,000 tested, 0.66% active; in the data active means enhancement above about 30%; further: 0% is about no effect
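Enhancer read-out: after compound pinning and an initial kinetic agonist-mode read, an EC20 of TRH (10 nM final) was injected and fluo-8 calcium signal (Ex 480/Em 530) followed at 1 s/cycle for 100 cycles in TRHR-expressing cells.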
D2 antag: HTS Assay for Allosteric Antagonists of the Human D2 Dopamine Receptor: Primary Screen for Antagonists | HEK293 TREx D2 cells, calcium flux, dopamine EC80 | inhibition, % at 10 µM | 340,000 tested, 2% active | AID 485344, 2010; in the data active means inhibition above about 30%; further: 0% is about no effect
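Tetracycline-induced HEK293 T-REx cells expressing D2 force-coupled to calcium signalling were dye-loaded, exposed to compound for 180 s, then challenged with an EC80 of dopamine; calcium flux was followed kinetically for a further 180 s.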
Numbers without * were called inactive; ? = inconclusive; . = no result given; & = joins results of further samples; [ ] = remark or other dose. Unless noted, the call rests on the fitted dose curve; in most records, active means well fitted inhibition curve with a large enough effect; inconclusive means small, poorly fitted or top-dose-only effect; inactive means no such curve, though single readings can be large or run the other way. Only part of the results is shown (hit frequency here may not be typical).

SMILES	mIDH1 inhibitor	rTrxR1 inhibitor	TrxR1 substrate	Pin1 inhibitor	D2 ag	TRHR agonist	USP1-UAF1 inh	TRHR PAM	D2 antag
CCc1ccc2[nH]c(=O)c(C(c3nnnn3CC3CCCO3)N3CCN4CCCC4C3)cc2c1 (stereo not given)	2%	-19%	11%	25%	-1.0	0.4	-9%	0	1
O=C(C1=C[C@H](c2ccc(C(F)(F)F)cc2)C[C@H](OCCCCO)O1)N1CCN(Cc2ccccc2)CC1	2%	?	-1%	-3%	0.1	0.0	-23%	-1	6
COc1ccc(NC(=O)CCNS(=O)(=O)c2ccccc2F)cc1S(N)(=O)=O	-1%	7%	0%	-9%	1.5	-0.1	-24%	1	5
Cn1c(=O)c2c(nc(N3CCN(c4ccccn4)CC3)n2Cc2ccccc2Cl)n(C)c1=O	7%	-2%[2.29 µM]	5%[2.29 µM]	-4%	-0.3	-1.1	-16%	-6	-5
O=C(N/C(=C\c1ccco1)C(=O)N1CCC(O)CC1)c1ccccc1	26%	8%[57.1 µM]	-7%	0%	-0.3	-0.1	-9%	-4	-17
O=C(COC(=O)CCC(=O)c1ccccc1)Nc1nnc(-c2ccccc2)o1	7%	-16%	-8%	-3%	-0.3	1.2	-14%	9	1
CCOC(=O)C1Cc2c([nH]c3ccccc23)C(C)N1 (stereo not given)	5%	1%[57.1 µM]	8%[57.1 µM]	?	0.7	-0.9	1%	3	-34
Cc1nc2ccn(Cc3ccco3)c(=O)c2cc1C(=O)N1CCN(c2ccccc2F)CC1	33%	3%[57.1 µM]	0%[57.1 µM]	-2%	0.8	-0.6	-13%	1	.
COC(=O)c1ccccc1NC(=O)CN(C)S(=O)(=O)c1ccc(OC)c(C)c1	-3%	3%	-8%	-4%	-0.6	-0.3	-5%	-1	10
O=C(CCC(=O)Nc1ccc(F)cc1)N/N=C/c1ccc(O)cc1	15%	-4%[57.1 µM]	-8%	0%	1.9	0.6	2%	0	-14
CCCOC(=O)c1ccc(NC(=O)c2ccccc2[N+](=O)[O-])cc1	3%	5%	-9%	-2%	0.6	-0.8	-1%	-1	8
CCCCc1nc2ccccc2[nH]1	-11%	22%[57.1 µM]	7%[57.1 µM]	5%	.	-0.3	-2%	1	.
CCOC(=O)CSc1nc(C(C)(C)C)nc2ccccc12	8%	19%[57.1 µM]	4%[57.1 µM]	0%	-0.4	0.1	?	-7	-7
COc1cccc(CN(C)Cc2cc(=O)oc3c(C)c(C)ccc23)c1	0%	-3%	2%	9%	-0.6	-1.2	-17%	1	5
Cc1ccc(C(=O)Nc2c(C)cc(C)c3cccnc23)cc1	3%	-15%	-16%	-1%	0.2	0.8	5%	12	0
CCOC(=O)Nc1ccc2c(c1)nc(CN1CCN(C(C)=O)CC1)n2C	1%	-18%	-2%	-13%	0.3	-0.1	-3%	4	7
CCCCC[C@H]1CN(C2CCCCC2)C(=O)[C@@H]1CC(=O)NCc1ccccc1	6%	-1%[57.1 µM]	-5%&-1%	-9%	0.2	3.4	?	-8	-2
Cc1cc(C)cc(S(=O)(=O)Cc2noc(C(=O)NCc3ccccc3)c2C(=O)NCc2ccccc2)c1	4%	-1%	-3%	14%	.	.	-20%	.	.
COc1ccc(CN(C)C(=O)c2ccccc2Sc2ccccc2C#N)cc1OC	-19%	24%	-2%	13%	0.0	0.1	-23%	-3	1
C#CCOCCOCCOCCNc1nc(N2CCN(C(=O)[C@H](CCCCN)n3cc([C@@H](N)CO)nn3)CC2)nc(N2CCN(C(=O)[C@H](Cc3cc4ccccc4[nH]3)n3cc([C@@H](N)Cc4ccc(O)cc4)nn3)CC2)n1	.	.	.	.	-0.2	0.1	.	8	-9

Overlap with the part before: two compounds, then new ones.
SMILES	mIDH1 inhibitor	rTrxR1 inhibitor	TrxR1 substrate	Pin1 inhibitor	D2 ag	TRHR agonist	USP1-UAF1 inh	TRHR PAM	D2 antag
COc1ccc(CN(C)C(=O)c2ccccc2Sc2ccccc2C#N)cc1OC	-19%	24%	-2%	13%	0.0	0.1	-23%	-3	1
C#CCOCCOCCOCCNc1nc(N2CCN(C(=O)[C@H](CCCCN)n3cc([C@@H](N)CO)nn3)CC2)nc(N2CCN(C(=O)[C@H](Cc3cc4ccccc4[nH]3)n3cc([C@@H](N)Cc4ccc(O)cc4)nn3)CC2)n1	.	.	.	.	-0.2	0.1	.	8	-9
Cc1ccc(NC(=O)Nc2ccc3c(c2)N(C)C(=O)c2ccccc2S3)c(C)c1	13%	-1%	5%	8%	-0.1	-0.1	-13%	-5	.
CCCC(=O)Nc1nc(-c2ccc3c(c2)OCCO3)cs1	14%	30%	-2%	0%	-1.0	-0.1	-23%	-1	-7
CN(C)c1ccc(C(=O)Nc2ccc(-c3nc4ccccc4o3)cc2)cc1	-10%	-1%	12%	?	-0.5	1.0	3%	-3	.
O=C(COc1ccc(Cl)cc1Cl)N1CCCN(C(=O)COc2ccc(Cl)cc2Cl)CC1	3%	10%	-4%	4%	0.5	0.8	-21%	-8	13
Cc1cccc(NC(=O)COc2ccc(Br)cc2/C=N/O)c1	-6%	-11%	-16%	-3%	-1.6	-1.0	-7%	43*	-5
COc1ccccc1-n1c(SCC(=O)NC2CCS(=O)(=O)C2)nc2ccccc2c1=O (stereo not given)	-6%	23%	1%	-14%	-0.5	-0.4	-19%	-9	16
Cc1cc(Cl)cc(C)c1OCCNCc1ccccc1	4%	4%[57.1 µM]	9%[57.1 µM]	-8%	1.9	0.4	-8%	-3	17
COC(=O)Cn1cnc2ccccc2c1=O	2%	13%[57.1 µM]	8%[57.1 µM]	1%	0.3	0.0	-2%	-6	27
COc1ccc(NC(=O)CN2C(=O)COc3ccc(S(=O)(=O)NC4CCCC4)cc32)cc1OC	-1%	10%	0%	-6%	-0.2	0.3	-19%	4	.
Cc1ccc(CNC(=O)c2c(-c3ccc(F)cc3F)noc2C)o1	17%	4%[57.1 µM]	4%[57.1 µM]	0%	-0.3	-0.2	-11%	0	.

10 compounds already listed, ordered by formula weight, high to low:
SMILES	mIDH1 inhibitor	rTrxR1 inhibitor	TrxR1 substrate	Pin1 inhibitor	D2 ag	TRHR agonist	USP1-UAF1 inh	TRHR PAM	D2 antag
Cc1cc(C)cc(S(=O)(=O)Cc2noc(C(=O)NCc3ccccc3)c2C(=O)NCc2ccccc2)c1	4%	-1%	-3%	14%	.	.	-20%	.	.
O=C(COc1ccc(Cl)cc1Cl)N1CCCN(C(=O)COc2ccc(Cl)cc2Cl)CC1	3%	10%	-4%	4%	0.5	0.8	-21%	-8	13
COc1ccccc1-n1c(SCC(=O)NC2CCS(=O)(=O)C2)nc2ccccc2c1=O (stereo not given)	-6%	23%	1%	-14%	-0.5	-0.4	-19%	-9	16
O=C(COC(=O)CCC(=O)c1ccccc1)Nc1nnc(-c2ccccc2)o1	7%	-16%	-8%	-3%	-0.3	1.2	-14%	9	1
CN(C)c1ccc(C(=O)Nc2ccc(-c3nc4ccccc4o3)cc2)cc1	-10%	-1%	12%	?	-0.5	1.0	3%	-3	.
COc1cccc(CN(C)Cc2cc(=O)oc3c(C)c(C)ccc23)c1	0%	-3%	2%	9%	-0.6	-1.2	-17%	1	5
Cc1ccc(CNC(=O)c2c(-c3ccc(F)cc3F)noc2C)o1	17%	4%[57.1 µM]	4%[57.1 µM]	0%	-0.3	-0.2	-11%	0	.
CCCOC(=O)c1ccc(NC(=O)c2ccccc2[N+](=O)[O-])cc1	3%	5%	-9%	-2%	0.6	-0.8	-1%	-1	8
CCOC(=O)CSc1nc(C(C)(C)C)nc2ccccc12	8%	19%[57.1 µM]	4%[57.1 µM]	0%	-0.4	0.1	?	-7	-7
COC(=O)Cn1cnc2ccccc2c1=O	2%	13%[57.1 µM]	8%[57.1 µM]	1%	0.3	0.0	-2%	-6	27

Further records
SMILES	mIDH1 inhibitor	rTrxR1 inhibitor	TrxR1 substrate	Pin1 inhibitor	D2 ag	TRHR agonist	USP1-UAF1 inh	TRHR PAM	D2 antag
COC(=O)C1=C(CN2CCc3ccccc32)NC(=O)NC1c1cc(C)ccc1C (stereo not given)	0%	-24%	11%[57.1 µM]	-1%	0.0	-1.1	-30%	1	-17
COc1nc(-c2ccncc2)nc2ccccc12	2%	8%	2%	0%	-0.4	-0.4	-19%	4	15
COc1ccc(C(=O)Nc2cc(C(C)=O)c(/C=C/N(C)C)oc2=O)cc1	2%	?	-16%	?	8.0	22	-21%	-5	-1
Cc1ccc(CC2CC(=O)N(c3ccc(Cl)cn3)C2=O)cc1 (stereo not given)	1%	13%	5%	-4%	.	-0.5	-7%	3	.
COc1ccc(/C=N\NC(=O)CNC(=O)C(c2ccccc2)c2ccccc2)cc1[N+](=O)[O-]	7%	8%[57.1 µM]	-25%[57.1 µM]	6%	.	0.0	-11%	-6	.
CC(OC(=O)[C@@H]1CCCN1C(=O)c1cccs1)C(=O)Nc1cccc([N+](=O)[O-])c1 (stereo not given in full)	7%	3%	-2%	-4%	.	.	-16%	.	.
